# Screens deposited in PubChem BioAssay by Vanderbilt University.
# GIRK2 act = GIRK2 channel activators by thallium flux; P48051; HEK293 GIRK2/NPY4 cells, thallium flux fluorescence; activation (% efficacy), % for hits at 37.5 µM; 34,000 tested, under 10 active;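 active means primary screen hit, no activity in plain HEK293 cells, and in GIRK2-only cells above 5% efficacy rising with concentration; inactive means the rest, including fluorescent compounds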;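 further: efficacy is normalized control-subtracted fluorescence 15 s after thallium addition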
# Target sequence (P48051 whole entry, looked up): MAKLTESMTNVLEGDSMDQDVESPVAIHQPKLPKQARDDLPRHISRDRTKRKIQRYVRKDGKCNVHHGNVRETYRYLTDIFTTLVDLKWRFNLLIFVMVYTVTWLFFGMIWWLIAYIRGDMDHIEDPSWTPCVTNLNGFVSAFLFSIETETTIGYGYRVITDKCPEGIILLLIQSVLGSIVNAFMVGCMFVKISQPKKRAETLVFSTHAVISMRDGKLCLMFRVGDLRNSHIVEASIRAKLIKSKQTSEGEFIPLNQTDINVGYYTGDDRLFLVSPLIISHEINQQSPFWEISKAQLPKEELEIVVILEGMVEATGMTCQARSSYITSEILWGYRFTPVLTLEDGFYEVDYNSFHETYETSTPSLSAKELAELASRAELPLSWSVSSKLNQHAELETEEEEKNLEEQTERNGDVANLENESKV
# Calls only; i = inactive. Not all compounds are listed; rates above refer to the full screens.
SMILES,GIRK2 act
CSc1nc2ccc(NC(=O)C3CCCCC3)cc2s1,i
Cc1cc(C(=O)Nc2nc(-c3ccc4c(c3)OCCO4)cs2)on1,i
O=C(CNC(=O)C12CC3CC(CC(C3)C1)C2)N1CCOC(c2ccccc2)C1 (stereo not given),i
CCOC(=O)c1c(SCC(=O)Nc2ccc3c(c2)OCCO3)nc(=O)[nH]c1C,i
O=C(Cc1csc(NC(=O)c2ccc[nH]c2=O)n1)NCc1ccco1,i
COc1ccc(NC(=O)CS(=O)(=O)c2cccs2)cc1OC,i
CCCCn1cnc2c(-c3ccccc3)cn(CC(=O)Nc3cccc(C(C)=O)c3)c2c1=O,i
Cc1ccc(NC2SC(=O)N(C(C)C)C2=O)c(C)c1 (stereo not given),i
CCOc1ccc(NC(=O)c2sc(Nc3ccccc3OC)nc2C)cc1,i
Cc1ccc(-c2cc3c(=O)n(Cc4nc(-c5ccc(Br)cc5)no4)ccn3n2)cc1,i
Cc1ccc(NC(=O)Cc2csc(NC(=O)C3CCC(=O)N3)n2)cc1Cl (stereo not given),i
O=C(CCCSc1ccccc1)N(Cc1ccccn1)c1nc2ccc([N+](=O)[O-])cc2s1,i
COc1ccc(S(=O)(=O)N(Cc2cccn2C)C2CC2)cc1Cl,i
O=C(CSc1nnc(CCn2ccc(=O)[nH]c2=O)o1)Nc1cc(Cl)cc(Cl)c1,i
O=C(/C=C/c1ccco1)N1CCC(CNS(=O)(=O)c2cccc(C(F)(F)F)c2)CC1,i
O=C(c1cncc(Br)c1)N1CCN(c2ccc(-c3cccs3)nn2)CC1,i
COc1cccc(CNC(=O)Cc2cc(-c3ccc(F)cc3)on2)c1,i
COc1cc(NC(=O)c2ccc(-c3ccccc3)cc2)ccc1N1CCCC1=O,i
C=CCNC(=O)C(=O)Nc1cccc(N2CCCCC2=O)c1,i
O=C(NCCC1=CCCCC1)C(=O)NCC1CCN(S(=O)(=O)c2cccnc2)CC1,i
O=C(Cc1cc(-c2cccs2)on1)NCCc1ccccc1,i
CCOc1ccc(NC(=O)CN2CCN(c3nccn3-c3ccccc3F)CC2)cc1,i
COCCNC(=O)NCC1CCN(CCOC)CC1,i
Cc1cc(C)cc(NC(=O)CCc2c(C)nn(-c3nc(C)cc(=O)[nH]3)c2C)c1,i

# Retrieved by compound from above:
SMILES,GIRK2 act
C=CCNC(=O)C(=O)Nc1cccc(N2CCCCC2=O)c1,i
O=C(c1cncc(Br)c1)N1CCN(c2ccc(-c3cccs3)nn2)CC1,i
COc1cc(NC(=O)c2ccc(-c3ccccc3)cc2)ccc1N1CCCC1=O,i
O=C(CSc1nnc(CCn2ccc(=O)[nH]c2=O)o1)Nc1cc(Cl)cc(Cl)c1,i
COCCNC(=O)NCC1CCN(CCOC)CC1,i
O=C(NCCC1=CCCCC1)C(=O)NCC1CCN(S(=O)(=O)c2cccnc2)CC1,i

# Next structures.
SMILES,GIRK2 act
O=C(NCC(O)(c1ccccc1)C(F)(F)F)C1(c2cccs2)CCCC1 (stereo not given),i
CCC1CCCCN1C(=O)Cn1cc(-c2ccc(OC)cc2)c(N2CCOCC2)n1 (stereo not given),i
COc1ccc(N2CCN(C(=O)C3CC(=O)N(c4ccccc4)C3)CC2)nn1 (stereo not given),i
COc1ccc(-n2c(SCc3nc(-c4ccc5c(c4)OCO5)no3)nc3ccsc3c2=O)cc1,i
Cc1nnsc1C(=O)N1CCC(CNC(=O)COc2ccccc2F)CC1,i
Cc1ccc(CC(=O)N(CCCn2ccnc2)c2nc3ccccc3s2)c(C)c1,i
O=C(NCCC(O)c1ccco1)NC1CCCCC1 (stereo not given),i
CCc1ccc(NC(=O)CSc2nccn(-c3ccc(F)cc3)c2=O)cc1,i
O=C(Nc1ccccc1[N+](=O)[O-])C1CCN(c2ccc(-c3ccc(F)cc3)nn2)CC1,i
CCC(CC)C(=O)Nc1ccc2c(c1)N(C(=O)c1ccco1)CC2,i
O=C(Nc1nc(-c2cccnc2)cs1)C1COCC(=O)N1Cc1ccccc1 (stereo not given),i
COc1cn(CC(=O)Nc2cccc(C)c2C)c(CN2CCOCC2)cc1=O,i
COC(=O)c1sc(-c2ccccc2)cc1NC(=O)C1CCCN1S(C)(=O)=O (stereo not given),i
FC(F)(F)c1ccc(Nc2nnnc3c2cnn3-c2ccccc2)cc1,i
O=C(c1c(F)cccc1F)N(C(=O)N1CCCCC1)c1cccc(Cl)c1,i
COc1ccccc1CNC(=O)c1ccc(N2CCCCS2(=O)=O)cc1,i
CS(=O)(=O)N1CCC(C(=O)NCC2CCN(C(=O)Nc3ccc(F)cc3)CC2)CC1,i
Cc1ccnc(Nc2ccc(N3CCN(C(=O)Nc4ccccc4Cl)CC3)nn2)c1,i
Cc1ccc(NC(=O)C(=O)NCC(O)c2sccc2C)cc1F (stereo not given),i
COc1ccc(C(=O)Nc2cc(C)nn2C2CCS(=O)(=O)C2)cc1 (stereo not given),i
Cc1ccc2nc(NC(=O)CSc3ccc(NC(=O)c4ccco4)nn3)sc2c1,i
CS(=O)(=O)N1CCC(CNC(=O)c2cc(=O)c3ccccc3o2)CC1,i
Cc1cc(NS(=O)(=O)c2ccc(C(C)C)cc2)n(C2CCS(=O)(=O)C2)n1 (stereo not given),i
COCCn1c(=O)c2c(nc3n2CCCCN3c2ccc(C)cc2)n(C)c1=O,i

# Ordered by length of the SMILES (ascending): some entries from above
SMILES,GIRK2 act
COc1ccccc1CNC(=O)c1ccc(N2CCCCS2(=O)=O)cc1,i
Cc1ccc2nc(NC(=O)CSc3ccc(NC(=O)c4ccco4)nn3)sc2c1,i
Cc1ccnc(Nc2ccc(N3CCN(C(=O)Nc4ccccc4Cl)CC3)nn2)c1,i

# (next part)
SMILES,GIRK2 act
COc1ccccc1NC(=O)N1CCC(CNC(=O)C2CCN(S(C)(=O)=O)CC2)CC1,i
O=C(Nc1ccc(OC(F)(F)F)cc1)c1cccc(Oc2ncccn2)c1,i
Cc1c(C(=O)NC2CCCC2)c(C(F)(F)F)nn1C(C)C,i
O=S(=O)(NCc1ccc2c(c1)OCO2)c1ccc(F)c(Cl)c1,i
O=C(Nc1ccc(CC(=O)N2CCOCC2)cc1)c1ccc(C(F)(F)F)cc1,i
O=S(=O)(c1c(F)cccc1F)N(CCc1ccccc1)Cc1ccccn1,i
CCS(=O)(=O)N1CCC(Cn2ccnc2C)CC1,i
CS(=O)(=O)N1CCN(CCNC(=O)c2ccc([N+](=O)[O-])o2)CC1,i
O=C(NCCC1=CCCCC1)C1CCN(C(=O)Nc2cccs2)CC1,i
COc1ccc2c(CC(=O)Nc3ccc4c(c3)OCCO4)cc(=O)oc2c1,i
Cc1cccc(CN(c2ccc3c(c2)OCCO3)S(=O)(=O)c2ccc3nncn3c2)c1,i
Cc1ccc(NC(=O)c2ccc([N+](=O)[O-])cc2Cl)cc1N1CCCCC1=O,i

# Reprinted from above, five compounds:
SMILES,GIRK2 act
O=C(Nc1ccc(OC(F)(F)F)cc1)c1cccc(Oc2ncccn2)c1,i
Cc1c(C(=O)NC2CCCC2)c(C(F)(F)F)nn1C(C)C,i
O=S(=O)(NCc1ccc2c(c1)OCO2)c1ccc(F)c(Cl)c1,i
O=C(Nc1ccc(CC(=O)N2CCOCC2)cc1)c1ccc(C(F)(F)F)cc1,i
O=S(=O)(c1c(F)cccc1F)N(CCc1ccccc1)Cc1ccccn1,i

# (next part)
SMILES,GIRK2 act
Cc1cc(NC(=O)C(=O)NCCC(O)C(C)(C)C)no1 (stereo not given),i
CC(C)c1ccc(NC(=O)Cc2csc(NC(=O)c3ccc(=O)[nH]c3)n2)cc1,i
COc1ccc(S(=O)(=O)CC(=O)Nc2nc(-c3c(C)cc(C)cc3C)cs2)cc1,i
CCOc1nn(CC)cc1-c1nnc(SCC(=O)N2CCCC2)n1C,i
O=C(Cc1cc(-c2ccc3c(c2)OCO3)on1)Nc1ccc(OC(F)(F)F)cc1,i
CCc1ccc(C(=O)N2CCC(CN3CCN(C)CC3C)CC2)cc1 (stereo not given),i
Cc1ccc(CNC(=O)C(=O)NCC(c2ccc(F)cc2)N2CCOCC2)cc1 (stereo not given),i
COc1cccc(C(=O)NCC2CCN(S(C)(=O)=O)CC2)c1OC,i
O=C(NCc1cccs1)C1CCC(CNS(=O)(=O)c2cccs2)CC1 (stereo not given),i
O=C(CCCn1c(=O)[nH]c2ccccc2c1=O)NC1CCCCCC1,i
CC(C)c1cc(=O)[nH]c(-n2nc(-c3ccco3)cc2NC(=O)c2ccc(F)cc2)n1,i
COCCN1CCC(CNC(=O)c2ccc(OC)cc2)CC1,i
CC(=O)Nc1cccc(NC(=O)Cc2csc(NC(=O)C3CCC(=O)N3)n2)c1 (stereo not given),i
COc1ccc(OCc2noc(CNC(=O)Nc3ccc(Cl)c(Cl)c3)n2)cc1,i
COc1ccccc1-c1ccc(N2CCN(C(=O)CC3CCCCC3)CC2)nn1,i
CCc1ccc(CNC(=O)c2snc(C(=O)N3CCCC3)c2N)cc1,i
Cc1ccc2c(c1)c(C)c(C)n2CC(O)Cn1nc(C)c(Br)c1C (stereo not given),i
NC(=O)CSc1ccc(NC(=O)c2ccccc2)nn1,i
NC(=O)c1ccccc1NC(=O)CCn1cnc2c(cnn2-c2ccc(F)cc2)c1=O,i
CCC(=O)N1CCN=C1SCc1cccc(C(F)(F)F)c1,i
O=C(CSc1ccc(F)cc1)NCc1n[nH]c(=O)c2ccccc12,i
CN(C)S(=O)(=O)c1ccc(C(=O)Nc2ccc3c(c2)N(C(=O)C(C)(C)C)CC3)cc1,i
O=C(NCc1ccccc1)c1csc(Nc2ccccc2)n1,i
COc1ccccc1CNC(=O)CCc1csc(NC(=O)c2ccc(F)cc2)n1,i
COC(=O)c1cc(-c2ccc(NC(C)=O)cc2)nc2c1c(C)nn2C1CCS(=O)(=O)C1 (stereo not given),i
O=c1n(CCOc2ccccc2)nc2ccc(S(=O)(=O)N3CCSCC3)cn12,i
O=C(c1ccc2c(c1)OCO2)N1CCN(c2ccc(Nc3ccccn3)nn2)CC1,i
O=C(c1cccs1)N(CCCn1ccnc1)c1nc2c(Cl)cccc2s1,i
O=C(NCCN1CCOC(c2ccccc2)C1)c1c(F)cccc1F (stereo not given),i
NC(=O)C1Cc2ccccc2N1C(=O)COc1ccc(Cl)cc1Cl (stereo not given),i
COc1ccc2sc(N(CCN3CCOCC3)C(=O)CSc3ccc(C)cc3)nc2c1,i
COc1ccc(CC(=O)Nc2cc(C)nn2C2CCS(=O)(=O)C2)cc1OC (stereo not given),i
COc1ccc(S(=O)(=O)CC(=O)Nc2nnc(-c3ccco3)o2)cc1,i
CCNC(=O)C1CCN(c2cc(SCC(=O)Nc3ccc(F)c(Cl)c3)ncn2)CC1,i
CSc1ccccc1C(=O)NCC(C)(O)C1CC1 (stereo not given),i
O=C(Cc1cc(-c2ccc(Cl)cc2)on1)NCc1ccc2c(c1)OCO2,i
Cn1cccc1C(O)CNC(=O)C(=O)NC1CCCC1 (stereo not given),i
Cc1nc(N2CCOCC2)nc(N2CCCC2)c1[N+](=O)[O-],i
O=S(=O)(Cc1cccc(Cl)c1)NCC1(O)CCCC1,i
O=C(N(c1ccc(Br)cc1)C1C=CS(=O)(=O)C1)C(F)(F)F (stereo not given),i
COCCCn1c(C(=O)NCCCO)cc2c(=O)n3cccc(C)c3nc21,i
COC1CCN(S(=O)(=O)CCN2C(=O)CCCC2=O)CC1,i
CS(=O)(=O)c1ccc2nc(NC(=O)Cc3csc(-n4cccc4)n3)sc2c1,i
COCc1cc(=O)[nH]c2cc(NC(=O)c3ccccc3Cl)ccc12,i
O=C(CC1CCCCC1)NCCN1CCn2cc(OCc3ccccc3)c(=O)cc2C1=O,i
CCN(CC)CCN1C(=O)C(=O)C(=C(O)c2ccc(Cl)cc2)C1c1ccccn1 (stereo not given),i
O=C(CN1CCN(S(=O)(=O)c2ccc3ccccc3c2)CC1)Nc1ccc(F)cc1,i
O=C(COc1ccc(Cl)cc1)Nc1ccc2c(c1)N(C(=O)c1cccs1)CC2,i
O=C(Cn1cnc2c(sc3cccc(F)c32)c1=O)N1CCN(c2ccccc2F)CC1,i
O=C(C1COc2ccccc2O1)N(Cc1ccncc1)c1nc2ccc(Cl)cc2s1 (stereo not given),i
Cc1cccc(NC(=O)NCCNc2cc(N(C)C)nc(C)n2)c1,i
CCOc1ccccc1C(=O)NCCCn1nc(-c2ccco2)ccc1=O,i
COc1cccc(-c2cc(C(=O)NC3CC3)c3c(C)nn(C4CCS(=O)(=O)C4)c3n2)c1 (stereo not given),i
O=C(CCCNS(=O)(=O)c1ccc(Cl)cc1)NCc1ccccc1,i
COc1ccc(S(=O)(=O)c2cnc(SCC(=O)Nc3ccc(F)cc3F)[nH]c2=O)cc1OC,i
O=S(=O)(NCC1CCN(Cc2cccs2)CC1)c1ccc(F)c(Cl)c1,i
COc1ccc(OC)c(-c2ccc(SCC(=O)N3CCCCCC3)nn2)c1,i
COc1ccc(NC(=O)C(=O)NCC(c2cccc3ccccc23)N2CCCC2)c(OC)c1 (stereo not given),i
COc1ccc(CNC(=O)Nc2ccc(CC(=O)N3CCC(O)CC3)cc2)cc1,i
COc1cccc(OC)c1C(=O)NCC(c1cccs1)N1CCOCC1 (stereo not given),i

# The results go on:
SMILES,GIRK2 act
Cc1ccc(Cl)cc1S(=O)(=O)NCCCCN1CCOC(c2ccccc2)C1 (stereo not given),i
CCOC(=O)N1CCC(NC(=O)C(=O)Nc2ccccc2Cl)CC1,i
O=C(Nc1ccccc1F)N1CCN(c2ccc(Nc3ccncc3)nn2)CC1,i
O=C(Cc1noc2ccccc12)N1CCN(c2ccc3nncn3n2)CC1,i
Cc1ccc(S(=O)(=O)N2CCC(C(=O)Nc3ccc4c(c3)C(=O)N(C)C4=O)CC2)cc1,i
COc1ccc(S(=O)(=O)Nc2cccc(Oc3ccc(C)nn3)c2)c(OC)c1OC,i
Cc1nc2ccccn2c1C(=O)NCC(c1ccco1)N(C)C (stereo not given),i
O=C(CC1OC(=O)c2ccccc21)c1ccc(Cl)c(Cl)c1 (stereo not given),i
COCCNC(=O)Cn1nc2c(c1NC(=O)C(C)(C)C)CSC2,i
CCc1nnc(NC(=O)CSc2nnnn2-c2cccc(C)c2)s1,i
